TrxR1 substrate = is turned over as a substrate by rat TrxR1 | O89049 | purified TrxR1 substrate turnover, NADPH consumption readout | Potency, µM (top dose mostly 114 µM), for the others: at the highest dose activity change, negative = substrate turnover | hit rate 0.01% among 390,000; also: potency is read from the fitted curve at half-maximal effect; % is scaled to controls: 0 for no effect and ±100 for the full control effect; nearly all actives have a fitted effect of over 50% in size
Target sequence (O89049 whole entry, looked up): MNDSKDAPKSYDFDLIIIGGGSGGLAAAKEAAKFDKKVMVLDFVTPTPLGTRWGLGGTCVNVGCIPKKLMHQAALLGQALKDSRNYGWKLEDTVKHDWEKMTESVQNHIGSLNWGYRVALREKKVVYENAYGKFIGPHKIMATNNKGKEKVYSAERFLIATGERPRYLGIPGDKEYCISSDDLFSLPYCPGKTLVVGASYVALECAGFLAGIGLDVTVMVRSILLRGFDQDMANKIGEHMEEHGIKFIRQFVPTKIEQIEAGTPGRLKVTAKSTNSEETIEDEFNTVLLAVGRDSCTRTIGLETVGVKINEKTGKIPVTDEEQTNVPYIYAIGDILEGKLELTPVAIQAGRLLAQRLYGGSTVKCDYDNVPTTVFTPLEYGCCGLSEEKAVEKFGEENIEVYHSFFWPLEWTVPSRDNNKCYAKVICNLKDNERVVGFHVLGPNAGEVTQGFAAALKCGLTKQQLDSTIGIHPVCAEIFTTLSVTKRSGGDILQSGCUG
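Rat TrxR1, dispensed at 90 nM, was prereduced with 400 uM NADPH (final) for 5 min at ~22 deg C, then incubated with compound 15 min before 400 uM selenite. A first-read NADPH fluorescence drop versus no-compound background flagged substrates.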
Glioma ERSR ind = ER stress response induction in glioma; U87-MG GRP78 promoter luciferase reporter, 16 h; Potency, µM, inactives show at the highest dose activation, actives largely listed as activators; hit rate 0.02% among 420,000; AID 602332; also: potency is read from the fitted curve at half-maximal effect; series mostly up to about 76 µM; % of control where 0% means no effect; nearly all actives have a fitted effect of over 35% in size
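Stably transfected U87-MG human glioma cells carrying a GRP78-based luminescent sensor were seeded at 1000 cells/well, pin-dosed with compounds and incubated 16 h. Luciferase reagent was then added, and end-point luminescence was read after 10 min at room temperature.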
Vif-APOBEC3F blk = blocks the Vif interaction with APOBEC3F | HeLa A3F-eYFP + Vif (tagged APOBEC3F with the HIV-1 protein that degrades it), YFP fluorescence increase | hit rate 0.2% among 390,000 | AID 602313 | Potency, µM (doses to about 46.1 µM), for the others: at the top dose activity, negative = active; also: potency is read from the fitted curve at half-maximal effect; % of control where 0% means no effect; nearly all actives have a fitted effect of over 65% in size
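Fluorescence increase (Ex 488/Em 500-530) after overnight compound treatment at 37 deg C flags inhibition of Vif-driven A3F-eYFP loss in stable HeLa A3F-eYFP/Vif cells seeded overnight beforehand.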
mIDH1 inhibitor = human IDH1 R132H inhibition; Potency, µM (highest dose often 76.6 µM), without a hit: at the top dose activity change, negative = inhibition, most hits filed as inhibitors; hit rate 0.093% among 390,000; AID 602179; IDH1-R132H enzyme, NADPH consumption, diaphorase/resazurin fluorescence; also: potency is read from the fitted curve at half-maximal effect; % is scaled to controls: 0 for no effect and ±100 for the full control effect; nearly all actives have a fitted effect of over 65% in size
Target sequence (O75874 whole entry R132H, stated change not applied): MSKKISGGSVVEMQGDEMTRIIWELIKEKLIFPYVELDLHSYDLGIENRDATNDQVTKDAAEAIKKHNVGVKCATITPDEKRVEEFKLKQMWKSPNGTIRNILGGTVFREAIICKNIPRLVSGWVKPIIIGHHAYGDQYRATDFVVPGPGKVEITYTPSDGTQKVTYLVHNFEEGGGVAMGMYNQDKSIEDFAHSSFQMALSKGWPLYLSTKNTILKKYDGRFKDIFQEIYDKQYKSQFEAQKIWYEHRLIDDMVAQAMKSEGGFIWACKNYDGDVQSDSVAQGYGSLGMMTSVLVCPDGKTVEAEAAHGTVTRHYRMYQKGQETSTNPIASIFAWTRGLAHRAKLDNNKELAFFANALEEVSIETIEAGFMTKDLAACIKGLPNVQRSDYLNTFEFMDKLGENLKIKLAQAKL
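IDH1-R132H (0.5 ug/mL) preincubated 30 min with compound, then NADPH (0.016 mM) and alpha-KG (2 mM) added; 80 min at RT, pH 7.5. Remaining NADPH coupled via diaphorase/resazurin to fluorescence (540/590 nm); concentration-response curves normalized to no-enzyme control.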
Vif-A3G inh = blocks the Vif interaction with human APOBEC3G | Potency, µM (series often up to 46.1 µM), without a hit: at the highest dose activity, negative = active, usual class: inhibitors | HeLa A3G-eYFP + Vif (tagged APOBEC3G with the HIV-1 protein that degrades it), YFP fluorescence, overnight | Q9HC16 | hit rate 0.076% among 410,000;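 also: potency is read from the fitted curve at half-maximal effect; % is scaled to controls: 0 for no effect and ±100 for the full control effect; nearly all actives have a fitted effect of over 60% in size; hits raise eYFP signal because A3G escapes Vif-driven loss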
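HeLa cells stably expressing Vif and C-terminally eYFP-tagged A3G, seeded overnight at 37 deg C, then exposed to compound by pintool overnight at 37 deg C. Rise in yellow fluorescence (Ex 488/Em 500-530, Acumen) marks blocked Vif-driven A3G degradation.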
RXFP1 agonist = RXFP1 (human) receptor agonism. Q9HBX9. HEK293T-RXFP1 cAMP TR-FRET, 30 min; response scale: percent of porcine relaxin response, buffer zero. Potency, µM (doses to about 57.5 µM), without a hit: at the highest dose activation, actives largely listed as activators. hit rate 0.3% among 370,000. AID 2676; also: potency is read from the fitted curve at half-maximal effect; % is scaled to controls: 0 for no effect and ±100 for the full control effect; nearly all actives have a fitted effect of over 60% in size; many of its hits are not listed in these tables
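Agonist response is measured as cAMP accumulation in an RXFP1-transfected HEK293T line under PDE4 inhibition. Values are scaled between buffer-only and 29 nM porcine relaxin, and EC50s come from standard Hill equation fits.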
PI4K2A inh = PI4K2A (human) kinase inhibition | Q9BTU6 | purified PI4K2A, ADP-Glo luminescence, 1 h; hits give low values | hit rate 0.13% among 420,000 | activity change, negative = inhibition, % at 76.9 µM; in the data active = activity change below about -50%; inconclusive = mostly about -30% to -49%;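 also: -100% = wells without enzyme as full effect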
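Compounds are screened against recombinant PI4K2A using PI as substrate and ATP, the latter dispensed at 300 microM. Reactions run one hour at ambient temperature before ADP-Glo detection; full inhibition defined by wells lacking enzyme.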
USP1-UAF1 inh = inhibitors of human USP1/UAF1 deubiquitinase. recombinant USP1/UAF1, Ub-Rhodamine cleavage fluorescence. O94782. Potency, µM (highest dose often 57.1 µM), for inactives: top-dose activity change, negative = inhibition, actives largely listed as inhibitors. hit rate 0.23% among 390,000. AID 743255; also: potency is read from the fitted curve at half-maximal effect; % is scaled to controls: 0 for no effect and ±100 for the full control effect; nearly all actives have a fitted effect of over 60% in size; inactives centre near -12
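1 nM enzyme complex + cpd, 15 min RT; start with Ub-Rho 150nM final; kinetic fluorescence ex 480/em 540, 6 reads q60 s. Buffer 50mM HEPES pH 7.8, 0.5mM EDTA, 0.1 mg/ml BSA, 1mM TCEP, 0.01% Tween-20.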
LDHA inh = LDHA (human) enzyme inhibition; hit rate 0.15% among 480,000; activity change, % (values are at about 110 or 230 µM); purified LDHA, NADH/diaphorase-resazurin fluorescence; hits give low values; in the data active = activity change below about -30%; inconclusive = mostly about -25% to -30%;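 also: plate controls were DMSO wells for no effect and wells without enzyme for full effect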
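Resorufin fluorescence (ex540/em590), read at 0 and 20 min after diaphorase/resazurin addition, reports the NADH left after a 5 min room-temperature reaction of 2 nM human LDH5 with 0.06 mM NADH and 0.2 mM pyruvate.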
* marks the source's active call; other numbers are inactive results; ? = inconclusive; / = not tested or not shown; & = joins results of further samples; [ ] = dose if it differs, or a comment. Unless noted, calls follow the shape of the dose curve; as a rule, active = well fitted curve in the direction sought with a large enough effect; inconclusive = small, poorly fitted or top-dose-only effect, or another doubt; inactive = no such curve, though single readings can be large; an effect the other way counts as inactive or inconclusive. An excerpt; the hit share may differ from the screen's.

Molecule	TrxR1 substrate	Glioma ERSR ind	Vif-APOBEC3F blk	mIDH1 inhibitor	Vif-A3G inh	RXFP1 agonist	PI4K2A inh	USP1-UAF1 inh	LDHA inh
Cc1ccc(C(=O)O/N=C/c2c(C(F)(F)F)nn(C)c2Sc2ccc(Cl)cc2)cc1	6%[57.1 µM]	-4%	-3%	-2%	-7%	-0.5%	57	-22%	-1
O=C(c1ccco1)N1CCN(S(=O)(=O)c2ccc3c(c2)OCCO3)CC1	-8%	2%	3%	-2%	2%	-0.5%	8	-2%	-1
CN(C)c1ccc(C(=O)NN2C(=O)c3ccccc3C2=O)cc1	6%	4%	-3%	-8%	4%	-1.6%	-4	4%	-6
CCCCNC(=S)N/N=C/c1ccc(C#N)cc1	-3%[57.1 µM]	-5%	?	-11%	3%	-0.2%	-2	-11%	-15
Cn1ccc(NC(=O)c2ccc(Cl)cc2Cl)n1	-1%	-3%	2%	-5%	1%	0.0%	-5	-6%	-12
CCOC(=O)Cn1nc(-c2ccc(F)cc2)oc1=O	-10%[11.4 µM]	-2%	-2%	5%	-1%	0.2%	-13	-15%	-4
CCOC(=O)c1c(O)c2ccccc2n(-c2ccccc2)c1=O	-12%[57.1 µM]	-2%	1%	3%	-4%	-0.7%	-4	-23%	0
O=C(NC1CCCCC1)C(c1ccc2ncccc2c1)N(Cc1ccc(F)cc1)C(=O)c1cccs1 (stereo not drawn)	8%	-5%	-3%	-3%	0%	-0.2%	0	?	-12
O=C(COC(=O)/C=C/c1cccc(C(F)(F)F)c1)NC1CCCCCC1	4%	-2%	-5%	-3%	-1%	0.7%	-3	-8%	-9
Cc1cc(-c2ccc(C)c(S(=O)(=O)N(C)c3ccc(C)c(C)c3)c2)on1	-2%[57.1 µM]	-3%	-1%	-5%	2%	-1.4%	0	-11%	0
COc1cc(OC)c(N(C)S(=O)(=O)c2cccc(C(=O)NC(C)C3CC4CCC3C4)c2)cc1Cl (stereo not drawn)	1%	-6%	-4%	-1%	6%	0.2%	-1	-19%	-3
Cc1ccc(/C(=C\CN2CCCC2)c2ccccn2)cc1	14%[57.1 µM]	1%&6%&3%&-4%&-7%	-1%	4%	0%	-2.1%	7&-3&-1	-23%	-5
Nn1c(SCc2ccc(F)cc2)nnc1-c1ccncc1	8%[11.4 µM]	-3%	-14%	4%	-2%	0.3%	4	-5%	-4
Cc1ccc(/C=N/NC(=O)C2COc3ccccc3O2)s1 (stereo not drawn)	-17%	2%	-25%	2%	?	1.3%	4	-9%	1
CCO[C@@H]1OC(C(=O)N2CCN(Cc3ccccc3)CC2)=C[C@H](c2ccc(C(F)(F)F)cc2)[C@H]1CCCO	-1%	-1%	1%	10%	3%	1.7%	-2	?	12
O=C(c1ccco1)c1nc2c(n1O)CCCCC2	2%[57.1 µM]	-3%	3%	3%	-1%	-0.6%	11	-2%	4
O=C(Nc1ccc2c(c1)C(=O)N(CC1CCCO1)C2=O)c1ccccc1Br (stereo not drawn)	78%[activator]	-1%	-10%	-2%	3%	1.9%	1	3%	-10
Cc1nnc2ccc(N3CCOCC3)nn12	-5%	0%	4%	-1%	1%	1.0%	-6	-13%	-3
O=C(NCc1cccnc1)c1cn(CCc2ccccc2)nn1	-2%	-1%	-7%	-1%	5%	0.9%	-5	-14%	-5
Cc1nc2nc(CCNS(=O)(=O)c3ccc(Cl)cc3)cn2nc1C	200%[activator]	4%	-5%	-2%	4%	16%	-5	-22%	-2
CN(C)CCN(C(=O)/C=C/c1cccs1)c1nc2ccc(Br)cc2s1	3%	-9%	-3%	-4%	-4%	-1.2%	-6	-14%	-7
O=C(CSc1nc(-c2ccccc2)nc2ccccc12)Nc1cccc(C(=O)O)c1	-1%[57.1 µM]	-1%	7%	-1%	-8%	?	-7	-12%	-7
CC(C)c1ccc(NC(=O)CSc2n[nH]c(=O)n2-c2cccnc2)cc1	0%	5%	-4%	-18%	-15%	5.1%	-3	-12%	-2
Cc1cccc(-c2nc(CS(=O)CC(=O)NCc3ccco3)c(C)o2)c1 (stereo not drawn)	8%	11%	-3%	-6%	0%	2.3%	0	-18%	-2
Cc1ccc(CC2CC(=O)N(c3cc(Cl)ccn3)C2=O)cc1 (stereo not drawn)	10%[57.1 µM]	-2%	-22%	2%	1%	-2.1%	3	-7%	2
COc1ccc(OC)c(N(CC(=O)NCC2CCCO2)S(=O)(=O)c2ccccc2)c1 (stereo not drawn)	1%	-4%	3%	3%	-4%	-0.8%	5	3%	-1
CS(=O)(=O)Nc1ccccc1C(=O)c1ccccc1	-12%	-7%	5%	0%	0%	2.1%	-10	-4%	-8
CC1CCN(C(=O)Cn2c(SCC(=O)Nc3nccs3)nc3ccccc32)CC1	3%	2%	-3%	11%	0%	-1.4%	3	-14%	4
Cc1ccc(CS(=O)Cc2ccc(C(=O)N3CCOCC3)o2)cc1 (stereo not drawn)	1%	-1%	0%	-4%	-8%	1.1%	3	-29%	-9
Cc1ccc2nc(-c3ccc(Cl)c(NC(=O)COc4ccc([N+](=O)[O-])cc4)c3)oc2c1	3%	1%	-2%	11%	0%	0.0%	-1	-18%	-3
CCOC(=O)Cn1c(=O)oc2cc(S(=O)(=O)N3CCC(C(=O)OCC)CC3)ccc21	4%	-3%	-3%	-19%	3%	-4.2%	0	-19%	-10
COc1ccc2[nH]c(C(=O)N3CCC(CO)(Cc4cccc(C(F)(F)F)c4)CC3)c(C)c2c1	1%	-2%	-30%	-3%	4%	0.8%	-2	-20%	4
CC1(C)CC(=O)C2=C(C1)NC(Nc1nc3ccccc3o1)=NC2c1cccnc1 (stereo not drawn)	10%	-3%	/	/	-3%	/	/	/	-14
COc1ccc(OCC(O)CNC(=O)Nc2ccc(C(C)(C)C)cc2)cc1 (stereo not drawn)	0%	-3%	-3%	1%	2%	0.6%	-1	-7%	-9
N#Cc1cccc(C(=O)OCC(=O)c2ccc3c(c2)NC(=O)CO3)c1	5%[11.4 µM]	-4%	-8%	1%	0%	9.7%	-4	-8%	-10
CCn1c2ccccc2c2nc3ccccc3nc21	4%	5%	-2%	6%	0%	3.8%	-2	-21%	-2
C=CCOc1cccc(C2C(C(=O)c3ccc(C)o3)=C(O)C(=O)N2CCCn2ccnc2)c1 (stereo not drawn)	-15%	1%	-13%	-7%	-1%	/	0	-13%	2
O=C(Cn1cnc([N+](=O)[O-])c1)NCCc1ccccc1	-10%	-2%	-1%	-4%	-7%	0.5%	-3	-4%	-1
Cc1ccccc1-n1c(=O)c2ccccc2n2c(=O)[nH]nc12	-2%	-8%	2%	1%	-1%	2.9%	3	-3%	-1
CSCCC(NS(=O)(=O)c1ccccc1)C(=O)OCc1cc(=O)oc2cc(O)ccc12 (stereo not drawn)	27%	0%	0%	-2%	0%	17%	-7	1%	4
O=C(CS(=O)CC(=O)N(c1ccccc1)C(C(=O)NC1CCCCC1)c1ccco1)Nc1ccc(F)cc1 (stereo not drawn)	-8%	-4%	-1%	-7%	-4%	3.5%	-5	-19%	-2
CCOC(=O)CCNC(=O)N1CCCC(C(=O)c2ccc3c(c2)OCO3)C1 (stereo not drawn)	4%	-3%	2%	-9%	-3%	-2.2%	10	2%	-4
Cn1c(=O)n(C)c2cc(N3CCOCC3)c(NC(=O)c3ccc(Cl)cc3)cc21	2%	-4%	1%	24%	4%	0.8%	-3	-17%	21
CCCc1ccc(S(=O)(=O)N2CCN(C(C)C(=O)NCc3ccc(OC)cc3)CC2)cc1 (stereo not drawn)	-8%	-2%	-2%	-3%	0%	-1.2%	4	-6%	-8
CCOc1ccc2cc(C#N)c(SCC(=O)N3CCC(C)CC3)nc2c1	38%[activator]	-1%	-4%	-2%	1%	?	2	-24%	-1
CCN1CCN(C(c2ccccc2)c2nnnn2Cc2ccc3c(c2)OCO3)CC1 (stereo not drawn)	2%	-1%	-2%	-5%	0%	-0.2%	-15	-1%	2
O=C(N/N=C/C=C/c1ccccc1)c1cc2c(ccc3ccccc32)o1	10%	4%	-9%	-8%	-14%	2.2%	-1	2%	-18
CCCCn1c(N)c(N(CCC(C)C)C(=O)c2cccc(-n3cnnn3)c2)c(=O)[nH]c1=O	-4%	-3%	0%	-2%	-5%	0.4%	-3	-8%	-11
COc1ccc(S(=O)(=O)N2CCCCC2)cc1NC(=O)CCNC(=O)c1ccccc1Cl	3%	1%	0%	1%	0%	3.1%	0	-16%	-6
COc1ccc(CS(=O)(=O)CC(C)(O)c2ccc(Cl)cc2)cc1 (stereo not drawn)	-10%	-2%	?	0%	3%	-1.1%	-2	-1%	-2
COc1cc(OC)c(OC)cc1CN1CCN(Cc2cccn2C)CC1	7%[57.1 µM]	-2%	0%	8%	1%	-1.2%	-10	-26%	-21
CCOC(=O)N1CCN(C(=O)CN(c2cc(Cl)ccc2OC)S(=O)(=O)c2ccccc2)CC1	13%[57.1 µM]	-8%	-3%	8%	-17%	0.9%	-4	-19%	-2
